Pol beta inh = inhibitors of human DNA polymerase beta; 1.3% of 340,000 active; Potency, µM (titrated, usually from 114 µM), for inactives: at the highest dose activity change, negative = inhibition, actives largely listed as inhibitors; AID 485314; P06746; Pol beta primer extension/strand displacement, fluorescence kinetic; also: % is scaled to controls: 0 for no effect and ±100 for the full control effect
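Pol beta (10 nM) was preincubated with compound for 15 min at room temperature. The reaction was then started with 50 nM substrate and read immediately and after a further 10 min at room temperature.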
Apoferritin bind = candidate novel general anesthetic via apoferritin binding. 0.074% of 350,000 active. AID 485281. Potency, µM (series often up to 77.5 µM), without a hit: top-dose activity change, negative = displacement, hits mostly inhibitors. apoferritin/1-aminoanthracene competitive binding, fluorescence. P02791; also: % is scaled to controls: 0 for no effect and ±100 for the full control effect; nearly all actives have a fitted effect of over 20% in size
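Apoferritin-based anesthetic binding model; compound displacement of fluorescent 1-AMA measured as endpoint fluorescence after 10 minutes at room temperature, scaled to free-ligand and complex controls.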
BAZ2B block = blocks human BAZ2B; Potency, µM (doses to about 114 µM), for the others: top-dose activity change, negative = inhibition, usual class: inhibitors; 4.4% of 360,000 active; Q9UIF8; AlphaScreen BAZ2B-H3K14Ac peptide displacement; also: % is scaled to controls: 0 for no effect and ±100 for the full control effect; nearly all actives have a fitted effect of over 60% in size
Target sequence (Q9UIF8 whole entry, looked up): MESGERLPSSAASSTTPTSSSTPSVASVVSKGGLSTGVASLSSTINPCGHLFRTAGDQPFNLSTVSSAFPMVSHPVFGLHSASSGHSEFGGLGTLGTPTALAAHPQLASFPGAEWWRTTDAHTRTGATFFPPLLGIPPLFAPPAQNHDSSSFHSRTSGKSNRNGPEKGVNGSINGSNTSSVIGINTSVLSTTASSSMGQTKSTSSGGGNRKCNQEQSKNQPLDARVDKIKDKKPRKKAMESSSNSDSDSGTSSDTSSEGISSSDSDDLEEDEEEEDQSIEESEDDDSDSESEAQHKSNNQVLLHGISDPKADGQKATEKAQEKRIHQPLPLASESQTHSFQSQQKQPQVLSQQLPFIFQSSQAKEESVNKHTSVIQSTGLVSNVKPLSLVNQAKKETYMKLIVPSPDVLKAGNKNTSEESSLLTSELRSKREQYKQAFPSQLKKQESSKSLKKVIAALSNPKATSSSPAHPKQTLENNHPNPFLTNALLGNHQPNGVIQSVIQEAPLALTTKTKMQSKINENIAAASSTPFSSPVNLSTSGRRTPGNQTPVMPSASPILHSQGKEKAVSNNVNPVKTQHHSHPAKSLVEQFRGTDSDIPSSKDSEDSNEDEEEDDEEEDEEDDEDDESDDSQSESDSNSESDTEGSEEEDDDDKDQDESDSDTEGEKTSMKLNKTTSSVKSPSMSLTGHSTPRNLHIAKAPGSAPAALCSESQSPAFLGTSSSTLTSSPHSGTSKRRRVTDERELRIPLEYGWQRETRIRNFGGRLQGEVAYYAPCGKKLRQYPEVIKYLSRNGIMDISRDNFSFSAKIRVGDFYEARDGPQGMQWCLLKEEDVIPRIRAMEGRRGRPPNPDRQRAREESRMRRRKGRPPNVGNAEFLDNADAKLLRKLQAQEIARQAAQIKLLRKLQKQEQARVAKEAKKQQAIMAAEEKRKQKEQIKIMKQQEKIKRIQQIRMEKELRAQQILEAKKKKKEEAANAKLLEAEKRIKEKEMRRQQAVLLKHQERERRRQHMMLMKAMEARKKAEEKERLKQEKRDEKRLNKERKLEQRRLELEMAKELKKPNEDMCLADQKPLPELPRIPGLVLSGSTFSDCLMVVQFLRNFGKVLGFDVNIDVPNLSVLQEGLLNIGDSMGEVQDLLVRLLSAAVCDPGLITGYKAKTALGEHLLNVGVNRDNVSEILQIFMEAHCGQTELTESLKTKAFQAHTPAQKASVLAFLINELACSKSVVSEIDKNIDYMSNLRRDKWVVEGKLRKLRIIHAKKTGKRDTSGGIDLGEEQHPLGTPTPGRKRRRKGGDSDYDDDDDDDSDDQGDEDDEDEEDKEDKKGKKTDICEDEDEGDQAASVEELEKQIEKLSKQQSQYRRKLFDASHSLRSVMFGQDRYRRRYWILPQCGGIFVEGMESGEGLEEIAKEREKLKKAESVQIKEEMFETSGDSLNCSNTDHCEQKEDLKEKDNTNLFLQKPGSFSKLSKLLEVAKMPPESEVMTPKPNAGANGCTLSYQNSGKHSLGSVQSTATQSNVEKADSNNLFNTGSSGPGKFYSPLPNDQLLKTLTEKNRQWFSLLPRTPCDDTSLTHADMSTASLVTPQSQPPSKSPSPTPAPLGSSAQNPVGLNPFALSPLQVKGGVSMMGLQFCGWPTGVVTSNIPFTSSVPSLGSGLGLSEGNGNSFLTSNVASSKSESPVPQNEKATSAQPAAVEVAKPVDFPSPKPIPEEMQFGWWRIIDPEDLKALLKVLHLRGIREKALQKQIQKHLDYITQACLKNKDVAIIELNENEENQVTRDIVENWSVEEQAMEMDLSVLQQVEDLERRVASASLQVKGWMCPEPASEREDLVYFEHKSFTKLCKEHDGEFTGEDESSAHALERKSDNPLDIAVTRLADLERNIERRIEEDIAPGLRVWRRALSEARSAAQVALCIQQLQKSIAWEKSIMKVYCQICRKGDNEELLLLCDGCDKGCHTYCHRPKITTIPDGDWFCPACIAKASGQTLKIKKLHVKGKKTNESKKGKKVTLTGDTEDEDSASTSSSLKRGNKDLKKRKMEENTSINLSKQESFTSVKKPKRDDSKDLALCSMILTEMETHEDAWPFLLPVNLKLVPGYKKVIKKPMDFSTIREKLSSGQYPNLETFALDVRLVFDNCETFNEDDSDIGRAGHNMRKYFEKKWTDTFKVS
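Multi-concentration screen (max 110 uM) measuring displacement of acetylated histone H3 peptide from BAZ2B by AlphaScreen, using 50 nM protein, 50 nM peptide and 10 ug/mL streptavidin donor plus Ni-chelate acceptor beads.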
APEX1 inh = inhibitors of human APE1 endonuclease; recombinant APE1, TAMRA/BHQ-2 abasic DNA cleavage fluorescence; 0.35% of 350,000 active; AID 2517; Potency, µM (top dose mostly 65.8 µM), without a hit: at the highest dose activity change, negative = inhibition, actives largely listed as inhibitors;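 also: plate controls were vehicle for no effect and reference inhibitor for full effect; nearly all actives have a fitted effect of over 55% in size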
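APE1 at 0.75 nM preincubated 15 min at room temperature with compound. Reaction then started with 50 nM double-stranded THF-abasic substrate labelled with TAMRA/BHQ-2, and 525/598 nm fluorescence read kinetically. Activity taken as third-minus-first read difference, normalized to DMSO and NSC13755 controls.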
POLI inh = inhibitors of human DNA polymerase iota | Q9UNA4 | Potency, µM (top dose mostly 115 µM), inactives show at the top dose activity, negative = inhibition, hits mostly inhibitors | 1% of 390,000 active | Pol iota fluorescent replication assay, 10 min
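Fluorescent replication assay read twice, at 0 min and 10 min after adding 50 nM (final) substrate. Enzyme (10 nM) and compounds were first incubated 15 min at room temperature; enzyme-free buffer wells were negative controls.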
BLM inh = inhibitors of human Bloom syndrome helicase BLM; P54132; recombinant BLM DNA unwinding, fluorescence dequenching; Potency, µM (highest dose often 56.1 µM), for the others: at the highest dose activity change, negative = inhibition, most hits filed as inhibitors; 0.2% of 350,000 active; AID 2528;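 also: plate controls were vehicle for no effect and no enzyme for full effect; nearly all actives have a fitted effect of over 35% in size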
POLH inh = blocks human DNA polymerase eta activity. AID 588591. recombinant Pol eta, fluorescent DNA replication assay. Q9Y253. Potency, µM (series often up to 114 µM), inactives show at the top dose activity change, negative = inhibition, usual class: inhibitors. 1.2% of 390,000 active; also: % is scaled to controls: 0 for no effect and ±100 for the full control effect
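Pol eta at 10 nM preincubated with compounds 15 min at room temperature; reaction started with fluorescent substrate (50 nM final) and read kinetically at 0 and 10 min.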
Pol kappa inh = blocks human DNA polymerase kappa activity; AID 588579; purified Pol kappa, fluorescent DNA synthesis assay, 10 min; Potency, µM (titrated, usually from 107 µM), without a hit: at the highest dose activity, negative = inhibition, usual class: inhibitors; Q9UBT6; 0.53% of 400,000 active; also: % is scaled to controls: 0 for no effect and ±100 for the full control effect
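Inhibition of 10 nM Pol kappa is measured by a fluorescent read-out at 0 and 10 min following addition of 50 nM substrate (final), with a 15-min room-temperature compound preincubation.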
G9a inh = inhibitors of human histone lysine methyltransferase G9a; Q96KQ7; G9a H3K9 monomethylation, AlphaScreen, 2 h; Potency, µM (titrated, usually from 102 µM), without a hit: at the top dose activity, negative = inhibition, hits mostly inhibitors; 8.8% of 350,000 active; also: % is scaled to controls: 0 for no effect and ±100 for the full control effect; nearly all actives have a fitted effect of over 75% in size
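Compounds were preincubated with 20 nM G9a for 15 min, after which biotinylated H3K9 peptide (500 nM) and SAM (20 uM) started a 2 h room-temperature reaction. Monomethylated product was quantified by antibody-based AlphaScreen chemiluminescence.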
The depositor's hits bear a star; ? = inconclusive; · = not tested or not shown; [ ] = remark or other dose. Calls follow the shape of the dose curve; as a rule, active = well fitted curve in the direction sought with a large enough effect; inconclusive = small, poorly fitted or top-dose-only effect, or another doubt; inactive = no such curve, though single readings can be large; an effect the other way counts as inactive or inconclusive. Potency is read from the fitted curve at half-maximal effect. The list is partial; rates above refer to the full screens.

Values run as follows: Pol beta inh	Apoferritin bind	BAZ2B block	APEX1 inh	POLI inh	BLM inh	POLH inh	Pol kappa inh	G9a inh
- c1ccc(OCCOc2ncnc3sccc23)cc1
  -2.0%	0.4%	-4.0%	-5.0%	8.6%	-6.2%	-6.5%	-3.8%	12.8%[59 µM]
- N#CC1=C(N)Nc2ncnn2C1c1ccc(F)cc1 (stereo unspecified)
  7.0%	7.5%	13.9%	-5.4%	3.5%	5.5%	-15.1%	-6.7%	39.8µM*
- COc1ccc(CCNC(=O)C2(C)CCC(=O)N2Cc2ccc3c(c2)OCO3)cc1OC (stereo unspecified)
  -9.8%	-6.3%	0.8%	18.0%	-8.7%	7.6%	-6.7%	1.0%	?
- NNC(=O)CCc1ccc(S(=O)(=O)N2CCOCC2)cc1
  -21.5%	-9.7%	5.6%	-2.3%	34.6%[activator]	-0.3%	-7.6%	9.7%	-44.1%
- COc1cc2c(cc1OC)C(C)N(C(=O)c1cc3c(s1)-c1c(C)cccc1OC3)CC2 (stereo unspecified)
  12.7%	87.9%[activator]	-2.5%	7.0%	?	-13.2%	?	-10.0%	0.3%
- CCCn1c(=O)c(C(=O)NCc2ccncc2)c(O)c2ccccc21
  7.1%	-8.5%	31.9%	-1.4%	14.7%	-0.2%	-3.2%	1.3%	-6.2%[59 µM]
- O=C1N(c2cccc3ccccc23)C(c2ccccc2)N2CCCN12 (stereo unspecified)
  16.2%	0.1%	4.1%	0.0%	22.3%	-0.4%	-20.8%	0.2%	21.9%[59 µM]
- CC(=O)Oc1ccc(Cl)cc1/C=C/c1ccc2ccccc2n1
  -1.8%	2.4%	58.5%[activator]	-5.9%	77.0%[activator]	-2.3%	-21.8%	-3.9%	104.1%[activator][59 µM]
- O=S(=O)(NCc1ccccn1)c1ccc(F)cc1
  16.3%	-10.5%	-2.5%	16.5%	28.1%	-4.5%	-14.7%	-4.2%	6.7%
- O=C1CSC2(C(=O)N3CCCc4cccc2c43)N1c1cccc(C(F)(F)F)c1 (stereo unspecified)
  -11.4%	-15.6%	-6.2%	-6.2%	11.9%	-3.5%	-4.2%	2.0%	-10.2%[59 µM]

Remaining list, next part:
Values run as follows: Pol beta inh	Apoferritin bind	BAZ2B block	APEX1 inh	POLI inh	BLM inh	POLH inh	Pol kappa inh	G9a inh
- Cc1ccc(C(=O)Nc2cccc(-c3cnc4ccccc4n3)c2)cc1
  35.9%	-11.9%	5.5%	0.2%	25.6%	0.4%	-11.2%	-0.3%[60.1 µM]	6.8%
- C[C@@H]1COC(=O)[C@@H](CC(=O)OC(C)(C)C)C/C=C\C[C@H](CC(=O)N(CCO)Cc2ccccc2)C(=O)N1
  ·	·	·	-15.3%	37.8%[activator]	·	-15.9%	3.9%	·
- Cc1nn(-c2ccc(N3CCCCC3)nn2)c(C)c1CCC(=O)Nc1ccc(F)cc1
  0.3%	-9.5%	-15.4%	28.3%	21.1%	-2.5%	-4.2%	4.1%	2.9%
- C(=C\c1ccccn1)/c1ccncc1
  -12.2%	1.0%	?	-1.5%	18.1%	-3.4%	-17.1%	4.7%	7.4%[12.7 µM]
- CCOC(=O)c1cnc2c(C)cc(Cl)cc2c1N1CCN(C)CC1
  -0.6%	-3.1%	-7.8%	-14.9%	133.2%[activator]	-8.0%	-18.3%	1.2%	0.1%
- CCc1cc(C(c2ccc(F)cc2)N2CCOCC2)c(NC(=O)c2ccccc2)s1 (stereo unspecified)
  12.2%	-17.5%	-37.4%	-5.5%	2.0%	-8.9%	-5.6%	-12.8%	8.5%
- CC(C)Cc1cc(C(=O)N2CCCC(C(=O)c3cc(F)ccc3F)C2)n(C)n1 (stereo unspecified)
  -19.3%	4.9%	0.0%	18.6%	-11.1%	-1.4%	-14.2%	0.4%	-34.8%
- CCN(CC)S(=O)(=O)c1ccc(OCCNS(C)(=O)=O)cc1
  -23.7%	-7.6%	9.4%	-8.0%	77.9%[activator]	1.6%	-3.9%	-2.8%	-38.2%
- COc1ccc(CN2C(=O)N(c3ccc(C)cc3)C(=O)C2CC(=O)Nc2ccccc2)cc1OC (stereo unspecified)
  26.8%	-16.1%	-10.4%	·	-2.5%	-1.0%	0.5%	-8.0%	-22.1%[59 µM]
- Cc1cc(C)nc(NN=C2CCCC2)n1
  ?	-18.0%	-2.3%	1.3%	21.3%	-1.7%	-16.2%	-1.4%	3.8%

Next section; it opens with the two that closed the last part.
Values run as follows: Pol beta inh	Apoferritin bind	BAZ2B block	APEX1 inh	POLI inh	BLM inh	POLH inh	Pol kappa inh	G9a inh
- COc1ccc(CN2C(=O)N(c3ccc(C)cc3)C(=O)C2CC(=O)Nc2ccccc2)cc1OC (stereo unspecified)
  26.8%	-16.1%	-10.4%	·	-2.5%	-1.0%	0.5%	-8.0%	-22.1%[59 µM]
- Cc1cc(C)nc(NN=C2CCCC2)n1
  ?	-18.0%	-2.3%	1.3%	21.3%	-1.7%	-16.2%	-1.4%	3.8%
- Cc1c(Cl)cccc1-c1ccc(CNc2ccc3[nH]c(=O)[nH]c3c2)o1
  12.3%	-14.0%	-27.1%	·	9.6%	-5.0%	-18.9%	-8.8%	?
- CCCOc1ccc(C(=O)Nc2cc3c(cc2N2CCCCC2)n(C)c(=O)n3C)cc1
  -20.0%	2.8%	-30.6%	·	-4.0%	-7.3%	-0.9%	1.4%	-34.4%[59 µM]
- CC(=O)Nc1ccc2c(c1)C(=O)N(C1CCCCC1)C2=O
  9.5%	-5.1%	-4.6%	-5.3%	14.6%	-1.9%	-11.0%	1.3%	-8.2%[59 µM]
- O=C(Cc1ccccc1)Nc1ccc(C(=O)Nc2ccc(O)cc2)cc1
  -16.8%	-2.2%	1.1%	34.1%	19.4%	-5.6%	-22.1%	-5.5%	99.9%[activator]
- c1ccn2c(SCc3cn4ccsc4n3)nnc2c1
  -1.4%	4.1%	11.6%	-1.5%	22.8%	0.5%	-12.7%	-5.2%	-41.2%[59 µM]
- CC(C)CC(=O)Nc1ccccc1N1CCN(C(=O)c2ccccc2)CC1
  -12.5%	-1.8%	5.9%	12.1%	17.0%	-7.3%	-7.2%	-7.3%	-8.7%[12.7 µM]
- C=CCn1c(=O)c2ccccc2n2c(SCC(=O)N3CCCc4ccccc43)nnc12
  -0.4%	-13.7%	2.4%	-1.1%	7.3%	1.2%	8.5%	-10.8%	22.9%
- COc1ccc(NC(=O)c2ccc(-c3ccc([N+](=O)[O-])cc3)o2)cc1OC
  -4.5%	-21.2%	?	-11.0%	3.4%	-11.3%	-13.2%	-13.4%	79.4µM*
- COc1ccc(/C=N/NC(=O)CNC(=O)c2ccncc2)cc1OC
  1.2%	-3.9%	7.2%	0.2%	46.0%[activator]	-1.5%	-8.4%	-5.4%	51.7%[activator]
- O=C(Nc1ccc2nc(SCC(=O)N3CCCc4ccccc43)sc2c1)c1ccc(F)cc1
  13.6%	4.2%	-4.1%	·	42.3%[activator]	-3.3%	1.3%	-14.1%	-31.9%[59 µM]

Some entries already given, limited to POLI inh, Pol beta inh and POLH inh:
compound | POLI inh | Pol beta inh | POLH inh
O=C1N(c2cccc3ccccc23)C(c2ccccc2)N2CCCN12 (stereo unspecified) | 22.3% | 16.2% | -20.8%
C[C@@H]1COC(=O)[C@@H](CC(=O)OC(C)(C)C)C/C=C\C[C@H](CC(=O)N(CCO)Cc2ccccc2)C(=O)N1 | 37.8%[activator] | · | -15.9%
CCOC(=O)c1cnc2c(C)cc(Cl)cc2c1N1CCN(C)CC1 | 133.2%[activator] | -0.6% | -18.3%
O=C(Cc1ccccc1)Nc1ccc(C(=O)Nc2ccc(O)cc2)cc1 | 19.4% | -16.8% | -22.1%
O=C1CSC2(C(=O)N3CCCc4cccc2c43)N1c1cccc(C(F)(F)F)c1 (stereo unspecified) | 11.9% | -11.4% | -4.2%
c1ccn2c(SCc3cn4ccsc4n3)nnc2c1 | 22.8% | -1.4% | -12.7%

(more compounds)
Values run as follows: Pol beta inh	Apoferritin bind	BAZ2B block	APEX1 inh	POLI inh	BLM inh	POLH inh	Pol kappa inh	G9a inh
- O=C(O/N=C(/c1ccccc1)c1ccncc1)c1ccc(F)cc1
  ?	-17.0%	-21.2%	1.3%	?	-2.6%	-7.4%	-7.9%	8.4%[59 µM]
- CCOc1ccc(-n2c(SCC(=O)Nc3ccccc3C)n[nH]c2=O)cc1
  24.4%	-19.2%	0.4%	-1.2%	-3.3%[58.9 µM]	1.4%	-2.8%	-4.2%	·
- O=C(c1cc2c(ccc3ccccc32)o1)N1CCN(c2ncc(C(F)(F)F)cc2Cl)CC1
  36.1%	-6.1%	1.5%	0.5%	12.7%	-1.1%	-21.5%	-2.2%	29.5%[12.7 µM]
- CCn1c(SCC(=O)NC2CCCc3ccccc32)nnc1-c1ccncc1 (stereo unspecified)
  29.1%	-7.7%	-1.2%	1.2%	5.4%	-6.9%	-4.3%	-5.4%	4.3%[59 µM]
- COc1ccc2c(=O)cc(-c3cccnc3)oc2c1OC
  ?	-11.1%	-12.1%	-3.3%	23.8%	2.9%	-16.0%	10.2%	12.4%
- COc1ccc(C)cc1N(C(=O)c1cccc(F)c1)c1nc2ccccc2s1
  18.4%	-10.7%	-5.6%	13.2%	18.3%	-8.1%	-13.5%	-2.6%	20.2%[59 µM]
- COc1ccc(/C=N/n2c(C)nc3ccccc3c2=O)cc1
  31.5%	3.0%	0.1%	-7.0%	29.8%	-5.1%	-21.4%	8.4%	1.9%
- CCc1ccc(-n2ccc(=O)c(C(=O)O)n2)cc1
  26.8%	-8.9%	-15.2%	0.5%	11.3%	0.7%	3.8%	-12.6%	-8.1%
- O=C(c1ccc(F)cc1)n1nc(-c2cccnc2)nc1NCc1ccccc1
  -7.7%	-13.9%	-1.1%	·	-4.5%	1.6%	-10.2%	-18.2%	0.6%[59 µM]
- Cc1cc(O)c(C(c2cccc(F)c2)N2CCC(C)CC2)c(=O)n1Cc1ccco1 (stereo unspecified)
  -1.3%	57.1%[activator]	-13.0%	·	10.4%	-2.2%	-14.4%	-9.7%[60.1 µM]	-42.4%[59 µM]
- CCC(NC(=O)Cn1cnc2c(=O)n(C)c(=O)n(C)c21)c1ccccc1 (stereo unspecified)
  15.8%	3.0%	-4.5%	19.0%	3.0%	4.9%	-3.9%	-5.6%	-12.3%[59 µM]
- CCn1c(=O)c(C(=O)NCCc2ccccc2)c(O)c2ccccc21
  -1.4%	7.6%	79.7%[activator]	-0.3%	15.8%	-6.3%	2.3%	-3.0%	140.2%[activator][59 µM]

Screens deposited in PubChem by National Center for Advancing Translational Sciences (NCATS).
